# Dengue-2 NS5 capping: flavivirus cap methylation enzyme inhibition – biochemical, confirmation dose response, primary screen (AID 588689); Dengue-2 NS5 methyltransferase capping enzyme assay, biochemical; higher % means a stronger effect; inhibition, % at 25 µM; hits with a dose series show IC50 in µM; 340,000 tested, 0.3% active; in the data active = a potency from the dose series; inconclusive = inhibition above about 29% without an active follow-up result
# AID2073: disruptors of CaV2.2 binding to Mint1 – biochemical, HTRF (AID 2073); inhibition, % at 20 µM; hits with a dose series show IC50 in µM; HTRF protein-protein interaction, Mint1-CaV2.2; higher % means a stronger effect; 290,000 tested, 0.19% active; in the data active = inhibition mostly above about 51%, no sharp cut-off; inconclusive = no clear call, values can overlap the other calls; inactive = mostly below about 53%; note: some results filed as inactive read as strong as hits
# K1F lysis inhibition: inhibition of K1F phage lysis, E. coli UTI89, bacterial capsule biogenesis inhibitors, alamar blue (AID 488966); E. coli UTI89 K1F phage lysis, alamar blue, 2 h; higher % means a stronger effect; inhibition, % at 100 µM; hits with a dose series show IC50 in µM; 340,000 tested, 0.02% active;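 active = phage lysis inhibition, versus mean bacterial control, above a set limit; inconclusive = no clear call, values can overlap the other calls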;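 note: capsule biogenesis inhibitors block K1F phage lysis so surviving cells raise fluorescence; higher fluorescence means more inhibition of phage lysis; actives were called in the ten point dose series up to 300 µM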
# LYP inhibition: inhibitors of LYP phosphatase, biochemical, fluorescence intensity, uHTS (AID 1779); recombinant LYP phosphatase, fluorescence intensity; higher % means a stronger effect; inhibition, % at 11.5 µM, or IC50 in µM where a hit was titrated; 290,000 tested, 0.054% active; in the data active = inhibition above about 50%;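 note: plate controls were vehicle with enzyme for no effect and no enzyme for full effect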
# NTR1 ag: agonists of NTR1, primary screen, imaging, U2OS cells, beta-arrestin-GFP, high content (AID 493036); P30989; NTR1-U2OS beta-arrestin-GFP spot imaging, agonist mode; activation, % at 20 µM; 330,000 tested, 0.17% active;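 active = activation at or above 40% of the spot to cytoplasm intensity ratio, with at least 20 cells analyzed; inconclusive = wells under 20 cells, flagged as cytotoxic or low count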;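 note: 0% = DMSO without peptide and 100% = 100 nM NTR1 peptide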
# Target sequence (P30989 whole entry, looked up): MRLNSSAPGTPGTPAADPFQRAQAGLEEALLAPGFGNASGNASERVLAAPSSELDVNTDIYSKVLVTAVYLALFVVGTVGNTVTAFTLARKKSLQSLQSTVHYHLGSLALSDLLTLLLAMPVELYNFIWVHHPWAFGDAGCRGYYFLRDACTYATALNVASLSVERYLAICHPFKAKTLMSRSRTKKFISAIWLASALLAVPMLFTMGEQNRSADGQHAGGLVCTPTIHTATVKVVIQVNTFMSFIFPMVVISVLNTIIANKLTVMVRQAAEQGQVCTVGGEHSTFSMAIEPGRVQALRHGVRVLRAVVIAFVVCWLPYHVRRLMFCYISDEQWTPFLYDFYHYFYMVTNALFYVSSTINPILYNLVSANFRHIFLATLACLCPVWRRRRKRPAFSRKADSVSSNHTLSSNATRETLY
# Autophagy HCS: alters autophagy in cells; MEF GFP-LC3 puncta imaging; test concentration mostly 10 µM; calls only at 10 µM (by protocol); 190,000 tested, 0.98% active; AID 463193;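 active = percentage of spot-positive cells more than 3 SD above its plate mean, without a fluorescence outlier flag or 80% toxicity; inconclusive = no clear call, values can overlap the other calls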;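 note: spot-positive cell cutoff set from DMSO-treated cells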
# RSV antiviral HEp-2: inhibition of RSV-induced cytopathic effect – HEp-2 cells, primary 10 µM value included (AID 2391) | CPE inhibition, % at 10 µM, or IC50 in µM where a hit was titrated | HEp-2 cells, RSV-induced CPE inhibition; higher % means a stronger effect | 310,000 tested, 0.13% active; in the data active = a potency from the dose series; inconclusive = CPE inhibition mostly from about 23% at the one dose, without a potency; inactive = the rest, 99 in 100 with CPE inhibition below about 21%; note: strong numbers were not always called active
# GPR35 antagonists: inhibition of zaprinast-stimulated GPR35 beta-arrestin translocation – imaging, U2OS, beta-arrestin-GFP, zaprinast agonist, primary screen (AID 2058). U2OS GPR35 beta-arrestin-GFP translocation imaging, zaprinast antagonism; higher % means a stronger effect. one-dose inhibition, % at 10 µM; IC50 in µM for titrated hits. 290,000 tested, 0.052% active;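 active = inhibition of at least 50% with at least 30 cells and total cytoplasm GFP at most 10,000,000; inconclusive = under 30 cells or total GFP of 10,000,000 plus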
# WT yeast gro inh: growth inhibition of WT yeast, mitochondrial fusion screen. 190,000 tested, 2.1% active. AID 1362. mitochondrial fusion phenotypic screen, WT strain. inhibition, % at 10 µM; in the data active = inhibition above about 58%; tested in S. cerevisiae
# WT yeast gro inh mutant strain: second read-out of WT yeast gro inh, no call of its own (marks repeat the call); inhibition, %; mitochondrial fusion phenotypic screen, mutant strain inhibition
# Autophagy HCS cell loss 18 h: also measured in Autophagy HCS; calls as there; toxicity, %; measured here: cell loss, nuclei count;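 cell loss after 18 h compound exposure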
# NTR1 ag cell count 20 µM: also measured in NTR1 ag; calls as there; cell count; measured here: cell count, cytotoxicity flag
# Starred values were filed as active, the others as inactive; i = inactive; ? = inconclusive; . = not tested or not shown; [ ] = remark or other dose.
SMILES,Dengue-2 NS5 capping,AID2073,K1F lysis inhibition,LYP inhibition,NTR1 ag,NTR1 ag cell count 20 µM,Autophagy HCS,Autophagy HCS cell loss 18 h,RSV antiviral HEp-2,GPR35 antagonists,WT yeast gro inh,WT yeast gro inh mutant strain
N#Cc1ccc(CN2CCN(C(=O)c3cccc(S(=O)(=O)N4CCCCCC4)c3)CC2)cc1,-4%,.,0.3%[50 µM],.,1.2,38,.,.,0.7%,.,.,.
Cc1ccc(NC(=O)c2ccccc2)cc1C,-3%,.,1.7%,.,-5.7,89,.,.,0.1%,.,.,.
COCCCN(C(=S)NC(=O)c1ccc(C(C)(C)C)cc1)c1c(N)n(Cc2ccccc2)c(=O)[nH]c1=O,3%,-14%,-7.5%,-4%,1.9,61,i,-5,0.7%,-14%,4,11
Cc1cc(O)c(/C=N/c2ccccn2)c(=O)o1,-18%,23%,0.8%,4%,-0.3,58,i,-51,0.8%,-6%,5,2
O=C(NCCc1ccc(C(F)(F)F)cc1)C1CCC(=O)N(C2CC2)C1 (stereo not given),-1%,22%,0.8%[50 µM],-7%,-1.6,60,.,.,3.1%,-8%,.,.
CCNC(=O)CC1C(=O)N(c2ccccc2)C(=O)N1CCc1ccc(OC)cc1 (stereo not given),5%,-1%,3.9%,-5%,1.2,85,i,-12,.,2%,-4,8
Fc1ccc(CNc2nc(-c3ccco3)cc(C(F)(F)F)n2)cc1,-14%,-1%,0.0%,0%,-1.3,76,i,3,4.3%,9%,7,4
NC(=O)CSc1nc2ccc([N+](=O)[O-])cc2[nH]1,-1%,?,0.7%,5%,1.8,71,i,9,-0.2%,4%,-5,-3
Cn1c(=O)c2c(ncn2CC(=O)Nc2nccs2)n(C)c1=O,-5%,-9%,0.4%,-9%,-1.4,70,.,.,-0.1%,1%,.,.
Cc1ccc(S(N)(=O)=O)cc1NC(=O)C(c1ccccc1)c1ccccc1,-2%,-2%,0.0%,1%,1.6,72,.,.,1.3%,-9%,.,.

# An excerpt of these results, as labelled records.
Fc1ccc(CNc2nc(-c3ccco3)cc(C(F)(F)F)n2)cc1
  Dengue-2 NS5 capping: -14% | AID2073: -1% | K1F lysis inhibition: 0.0% | LYP inhibition: 0% | NTR1 ag: -1.3 | NTR1 ag cell count 20 µM: 76 | Autophagy HCS: i | Autophagy HCS cell loss 18 h: 3 | RSV antiviral HEp-2: 4.3% | GPR35 antagonists: 9% | WT yeast gro inh: 7 | WT yeast gro inh mutant strain: 4
N#Cc1ccc(CN2CCN(C(=O)c3cccc(S(=O)(=O)N4CCCCCC4)c3)CC2)cc1
  Dengue-2 NS5 capping: -4% | AID2073: . | K1F lysis inhibition: 0.3%[50 µM] | LYP inhibition: . | NTR1 ag: 1.2 | NTR1 ag cell count 20 µM: 38 | Autophagy HCS: . | Autophagy HCS cell loss 18 h: . | RSV antiviral HEp-2: 0.7% | GPR35 antagonists: . | WT yeast gro inh: . | WT yeast gro inh mutant strain: .

# Later entries
SMILES,Dengue-2 NS5 capping,AID2073,K1F lysis inhibition,LYP inhibition,NTR1 ag,NTR1 ag cell count 20 µM,Autophagy HCS,Autophagy HCS cell loss 18 h,RSV antiviral HEp-2,GPR35 antagonists,WT yeast gro inh,WT yeast gro inh mutant strain
O=C(CC1S/C(=N/N=C/c2c[nH]c3ccc(OCc4ccccc4)cc23)NC1=O)Nc1ccccc1 (stereo not given),16%,24%,-1.7%,-1%,0.5,49,i,-16,2.7%,2%,9,10
COCc1cc(C)nc2sc(C(=O)Nc3ccc(C(=O)OC)cc3)c(N)c12,1%,34%,-0.9%,-6%,1.1,52,.,.,3.2%,-10%,.,.
O=C(COc1ncnc2sccc12)N1CCN(c2ccccc2)CC1,-12%,32%,0.0%,-6%,2.9,56,.,.,1.5%,4%,.,.
COc1cc(C(=O)N2CCN(c3ccccc3OC)CC2)c([N+](=O)[O-])cc1OC,-4%,-6%,0.7%,-2%,-0.2,51,i,10,-1.7%,15%,-6,3
O=C(CSC(=S)N1CCCC1)c1cc(Br)cc(Br)c1O,.,44%,.,-2%,3.5,83,i,-7,-0.4%,4%,11,0
C=CCN1C(c2ccccc2)=CS/C1=C(\C#N)c1nnc2n1CCCCC2,-1%,5%,0.5%,-2%,0.3,42,i,-6,4.0%,-8%,15,-5
CCC(C(=O)NC1CCCC1)N(C(=O)Cn1nnc(-c2ccc(OC)c(OC)c2)n1)c1cccc(O)c1 (stereo not given),-7%,6%,0.2%,-32%,-0.6,54,.,.,2.9%,-1%,.,.
Cc1cccc(-c2noc(CCCC(=O)NC3CCCC3)n2)c1,-4%,8%,-1.6%,-9%,1.2,53,.,.,18%,-8%,.,.
COC(=O)CSc1nc(N)c(C#N)c(CC(C)C)c1C#N,-7%,-3%,6.0%,-3%,3.2,68,i,10,0.1%,-1%,3,-20
CN(C)C(CNC(=O)c1cccc(S(=O)(=O)N2CC3(C)CC2CC(C)(C)C3)c1)c1ccco1 (stereo not given),-10%,-6%,0.0%,-6%,0.0,68,i,5,2.6%,-8%,7,20
Cc1cccc(CN2CCN(CC(=O)N3CCCC3)C2=O)c1,-6%,6%,0.7%,-12%,-1.8,65,i,-2,0.8%,-8%,9,10
Cc1c(Cl)cccc1NC(=S)N/N=C/c1ccccc1Cl,.,16%,.,-2%,0.0,42,.,.,0.8%,-7%,.,.
COC(=O)c1cccc(NC(=S)NC(C)C)c1,-10%,-9%,0.2%,-7%,0.3,56,i,19,1.1%,9%,-2,5
CCN1C(=O)C(CC(=O)Nc2ccc(OC)cc2)N(CCc2ccc(F)cc2)C1=S (stereo not given),-3%,-15%,0.4%,0%,6.1,68,i,5,1.6%,-4%,56,28
O=C(CSc1nnc(-c2cccnc2)n1-c1ccc(SC(F)F)cc1)N1CCCc2ccccc21,-4%,-6%,-0.2%,-4%,0.0,86,i,3,2.6%,.,-16,-18
O=C1CCC(=O)N1CC(O)COc1ccccc1 (stereo not given),-1%,22%,-0.1%,-4%,1.0,37,.,.,0.4%,3%,.,.
O=C(NCCc1ccccc1)C1CCN(S(=O)(=O)N2CCOCC2)CC1,2%,5%,0.0%,0%,-1.1,67,.,.,0.7%,13%,.,.
O=Cc1cccc(OC(=O)c2ccc(Cl)cc2Cl)c1,.,-3%,.,-5%,-0.3,44,i,-1,1.3%,15%,31,32
O=C(Nc1cccc(F)c1)N1CCN(C(=O)c2ccco2)CC1,2%,8%,-0.2%[50 µM],-11%,0.5,57,.,.,1.5%,12%,.,.
CC(NC=C1C(=O)OC(C)(C)OC1=O)C(=O)O (stereo not given),-4%,-6%,0.1%,-4%,-1.7,71,i,-26,1.3%,-6%,2,10
CC1CCN(C(=O)/C(=C/c2ccccc2Cl)c2ccccc2)CC1,-4%,-7%,1.1%,2%,10,49,i,5,0.7%,1%,47,12
CNC(=O)c1ccccc1NC(=O)c1cccc(S(=O)(=O)N2CCCCC2)c1,-8%,-7%,0.2%,-7%,3.1,58,i,18,9.6%,9%,2,14
Cc1cc(Cl)ccc1NC(=S)NCc1ccc(S(N)(=O)=O)cc1,-5%,-8%,-3.7%,-5%,2.5,40,i,34,3.0%,22%,7,-2
CCOC(=O)c1c(NC(=O)/C=C/c2ccc(C)o2)sc(C)c1C,-1%,14%,-0.2%,-3%,1.5,47,i,11,-0.9%,-7%,1,-25
COc1cc2[nH]c(C(=O)N3CCN(c4ccc(F)cc4)CC3)cc2c(OC)c1OC,-5%,16%,0.3%,-8%,-1.4,72,.,.,2.3%,17%,.,.
Fc1ccc(-c2csc3ncnc(Cl)c23)cc1,1%,6%,-7.8%,-5%,2.2,52,i,12,4.9%,0%,-1,-6
CN(C)c1ccc(/C=C(\C#N)C(=O)c2ccccc2)cc1,-81%,14%,0.1%,4%,.,.,.,.,0.3%,21%,.,.
COc1cccc(/C=N/N2C(=O)CSC2=S)c1O,7%,7%,2.6%[50 µM],5%,3.4,62,i,7,3.6%,1%,3,-6
Cc1ccc(NC(=O)C(C)c2ccc([N+](=O)[O-])cc2)cc1Cl (stereo not given),-14%,-1%,0.9%,1%,1.2,84,i,15,10%,-9%,54,39
COc1ccc(OC)c2[nH]c(=O)c(CCNC(=O)c3cccs3)cc12,10%,10%,-0.4%,-3%,1.2,71,i,20,3.0%,-2%,2,2

# Grouped by structure: the entries above with fluorine.
SMILES,Dengue-2 NS5 capping,AID2073,K1F lysis inhibition,LYP inhibition,NTR1 ag,NTR1 ag cell count 20 µM,Autophagy HCS,Autophagy HCS cell loss 18 h,RSV antiviral HEp-2,GPR35 antagonists,WT yeast gro inh,WT yeast gro inh mutant strain
O=C(NCCc1ccc(C(F)(F)F)cc1)C1CCC(=O)N(C2CC2)C1 (stereo not given),-1%,22%,0.8%[50 µM],-7%,-1.6,60,.,.,3.1%,-8%,.,.
Fc1ccc(CNc2nc(-c3ccco3)cc(C(F)(F)F)n2)cc1,-14%,-1%,0.0%,0%,-1.3,76,i,3,4.3%,9%,7,4
CCN1C(=O)C(CC(=O)Nc2ccc(OC)cc2)N(CCc2ccc(F)cc2)C1=S (stereo not given),-3%,-15%,0.4%,0%,6.1,68,i,5,1.6%,-4%,56,28
O=C(CSc1nnc(-c2cccnc2)n1-c1ccc(SC(F)F)cc1)N1CCCc2ccccc21,-4%,-6%,-0.2%,-4%,0.0,86,i,3,2.6%,.,-16,-18
O=C(Nc1cccc(F)c1)N1CCN(C(=O)c2ccco2)CC1,2%,8%,-0.2%[50 µM],-11%,0.5,57,.,.,1.5%,12%,.,.
COc1cc2[nH]c(C(=O)N3CCN(c4ccc(F)cc4)CC3)cc2c(OC)c1OC,-5%,16%,0.3%,-8%,-1.4,72,.,.,2.3%,17%,.,.
Fc1ccc(-c2csc3ncnc(Cl)c23)cc1,1%,6%,-7.8%,-5%,2.2,52,i,12,4.9%,0%,-1,-6

# Assay outcomes from PubChem.
